# NCI-60 one-dose screen, 48 h, at 10 µM unless noted. Numbers give growth in % (100 = growth as untreated, 0 = no growth, -100 = all killed).
# CCRF-CEM: CCRF-CEM leukemia. 7% of 77,000 active. AID 1794778
# RPMI-8226: RPMI-8226 leukemia cells | 7.5% of 77,000 active
# HOP-62: HOP-62 NSCLC | 3.9% of 80,000 active | AID 1794735
# M14: M14 melanoma | 6.2% of 80,000 active
# A549/ATCC: A549/ATCC NSCLC | AID 1794740 | 3.7% of 81,000 active
# UACC-62: UACC-62 melanoma. 5.4% of 81,000 active. AID 1794756
# HOP-92: HOP-92 NSCLC cells. 6.3% of 71,000 active. AID 1794738
# EKVX: EKVX NSCLC; 3% of 71,000 active; AID 1794765
# * = called active by the depositor; · = not tested or not shown; & = joins results of further samples; ! = a repeat was not active. The calls were made as follows: active = growth percent below 10; inactive = the rest. Only part of the results is shown, so the mix of outcomes need not match the whole.
structure,CCRF-CEM,RPMI-8226,HOP-62,M14,A549/ATCC,UACC-62,HOP-92,EKVX
O=C(/C=C/c1ccc(Cl)cc1Cl)c1nc2ccccc2n1Cc1ccc(Br)cc1,5.9*,2.2*,95,78,86,61,66,62
Clc1ccc(COC(Cn2ccnc2)c2ccc(Cl)cc2Cl)c(Cl)c1 (stereo unspecified),54&51,55&41,85&71,29,12&37,52&41,-1.5*!,59&49
C=CCC1C(=O)NC(=O)NC1=O,99,107,96,104,·,·,104,105
Nc1cc(Cl)ccc1O,33&47,37&35,119&135,101&96,80&96,83&84,106&113,104
CCC1(C)CC(CCNCc2ccccc2O)(c2ccc(C)cc2)CCO1 (stereo unspecified),103,98,108,104,101,103,105,·
CC[C@H](C)[C@H](NC(=O)c1ccccn1)C(=O)N(C)[C@H](C[C@@H](OC(C)=O)c1nc(C(=O)NC23CC(C(=O)OC)(C2)C3)cs1)C(C)C,103,100,103,102,98,95,104,105
O=C(N/N=C\c1ccc(N(CCCl)CCCl)cc1Cl)c1cccnc1,75,82,72,98,60,-40*,74,103
O=C1C(P(=O)(O)O)CC(O)N1O (stereo unspecified),101,98,105,103,102,106,106,97
C=C[C@@H](O)C#CC#CC/C=C\CCCCCCC,·,95,99,113,99,103,71,91
CCN1CC2(COC)C(O)CC(OC)C34C5CC6(O)C(O)C5C(O)(C(O)C6OC)C(C(OC)C23)C14 (stereo unspecified),·,100,106,105,104,104,104,105
O=C(CCN1CC1)OCC1CC2C=CC1C2 (stereo unspecified),105,103,113,102,99,104,·,94
Oc1ccc(Cc2ccc(O)cc2)cc1,96,102,114,117,·,106,·,·
COc1cc(/C=C2\C(=O)NC(=O)N(c3ccccc3)C2=O)cc(OC)c1OC,·,92,98,97,·,114,94,·
CCCCCCCC(=O)OCC(=O)[C@]1(O)Cc2c(O)c3c(c(O)c2[C@@H](OC2CC(N)C(O)C(C)O2)C1)C(=O)c1c(OC)cccc1C3=O (stereo partly specified),-90*,-74*,-63*,-70*,-98*,-75*,-74*,-58*
C[C@]12CC[C@H](Cl)CC1=CC[C@@H]1[C@@H]2CC[C@]2(C)C(=O)CC[C@@H]12,95,111,116,103,109,107,90,96
N#CC1(C#N)C(c2ccc(N(CCCl)CCCl)cc2)OC23CCCCC2C1(C#N)C(=N)O3 (stereo unspecified),77,96,89,94,97,53,89,108
COC(=O)C1C2c3ccccc3C(C1C(=O)OC)[n+]1ccccc12 (stereo unspecified),105,99,96,98,92,87,85,93
N#[N+]c1c(C(=O)O)[nH]c(=O)[nH]c1=O,105,108,94,104,102,103,110,101
CCN(CC)CCc1ccc([N+](=O)[O-])cc1,102,101,90,98,97,103,93,·
Nc1c(Cl)cc([N+](=O)[O-])cc1Cl,104,114,109,108,84,90,95,99
CCCCn1c(=O)c(C(=O)NCc2ccccc2Cl)c(O)c2ccccc21,44,40,77,59,58,89,67,57
CNC(c1ccccc1)C(O)c1ccccc1 (stereo unspecified),111,106,101,104,103,109,103,92
CN1C(=O)C23CC4(C56CC78SSC(CO)(C(=O)N7C5Nc5ccccc56)N(C)C8=O)c5ccccc5NC4N2C(=O)C1(CO)SS3 (stereo unspecified),-11*,-26*,-86*,-83*,-89*,-96*,-99*,-62*
CCCCN(CCCC)CC(O)c1ccc(C2CCCCC2)cc1 (stereo unspecified),102,89,89,74,92,102,75,77
CCCCOC(C(=O)OCCN(C)C)(c1ccccc1)c1ccccc1,110,103,106,99,92,107,65,99

# (listing goes on)
structure,CCRF-CEM,RPMI-8226,HOP-62,M14,A549/ATCC,UACC-62,HOP-92,EKVX
c1csc(CC2=NCCN2)c1,101,95,100,111,96,101,102,105
CCOC(=O)C1(C)OC1c1ccc(C)cc1 (stereo unspecified),99,102,91,108,93,97,100,103
COC(=O)C[Se]C(=O)c1ccccc1OC(C)=O,77,96,33,49,34,78,93,31
O=CN1N=C(c2ccc(Cl)cc2)CC1c1sc(N(CCCl)CCCl)nc1Cl (stereo unspecified),95,·,95,99,88,64,·,89
O=C(c1ccccc1)C1CCCC1,93,97,103,106,73,92,81,132
CN(C)c1ccc([N+](=O)[O-])c([N+](=O)[O-])c1,94&81,103&106,122&113,94&99,88&101,90&98,104&101,96&96
O=C(CCN1CC2CCC(CC2)C1)c1ccco1,·,98,120,102,103,102,125,114
NP(N)(=O)NC(=O)c1ccc(F)cc1,99,108,104,102,88,103,·,101
O=C(Cc1ccccc1)NC(O)C(Cl)(Cl)Cl (stereo unspecified),106,104,110,101,96,98,123,124
CC1=C(C)C(=O)OC([C@](C)(O)[C@@]2(O)CC[C@@]3(O)C4CC=C5CC=CC(=O)[C@]5(C)C4CC[C@]23C)C1 (stereo partly specified),75,·,98,88,80,79,79,93
O=P(Oc1ccc(Br)cc1)(N1CC1)N1CC1,91,97,85,80,54,67,·,101
CCCCCCCCC(CO)NCCc1ccccc1 (stereo unspecified),62,80,98,92,84,99,78,119
Cc1ccc(N2CCN(C(C)C#N)CC2)cc1 (stereo unspecified),97,99,101,93,100,90,93,109
CCOC(=O)C1C2c3ccccc3C(c3ccccc32)C1C(=O)OCC (stereo unspecified),98&100,101&110,89&109,101&105,74&100,84&108,90,102
NC(Cc1ccccc1Cl)c1nn[nH]n1 (stereo unspecified),94,101,100,99,101,105,120,·
Cn1c(O)c(C=N)c(=O)n(C)c1=O,103,102,90,88,96,101,113,94
Cc1c(C(=O)c2ccccc2)c2ccccc2n1C,101,90,92,101,96,87,103,90
CN(C)P(=O)(OCCOc1ccc(Cl)cc1Cl)N(C)C,100,97,88,111,102,102,·,96
CCCc1cc(O)c2c3c(c(=O)oc2c1)CN(C)CC3,19,28,29,16,29,38,82,·
CCCCS(=O)(=O)Cl,103,109,122,99,109,106,97,95
CCOC(=O)CCOc1cccc(N(CCCl)CCCl)c1,75,89,98,100,96,87,109,101
CCCCOc1nc2c(C)cccc2cc1C(c1c(O)c2ccccc2oc1=O)c1cn(Cc2ccccc2)c2ccccc12 (stereo unspecified),76,·,115,·,89,56,45,98
CCOP(=O)(OCC)C(O)c1ccc(Cl)cc1Cl (stereo unspecified),105,103,103,98,101,102,·,108
COc1ccc2c(c1)Oc1nc(N)c(C#N)c(N)c1C2c1cc(OC)c(OC)c(OC)c1 (stereo unspecified),100,102,107,108,105,·,·,·
CN(C)CCc1ccc(OC(=O)c2ccc(N)cc2)cc1,89,97,110,109,104,107,88,108

# The list goes on.
# Each structure is followed by: CCRF-CEM	RPMI-8226	HOP-62	M14	A549/ATCC	UACC-62	HOP-92	EKVX
- ClCc1cccc(CCl)c1
 : 99	101	128	97	103	103	109	·
- CCCN1CCN(c2ccccc2OC)CC1
 : 112	107	90	97	97	99	93	100
- CC12CC(=O)C3(SC#N)C(CCC4=CC(=O)CCC43C)C1CCC2=O (stereo unspecified)
 : ·	78	106	89	107	89	91	·
- COC(=O)/C(=C\c1ccco1)P(=O)(OC)OC
 : 93	91	100	95	84	80	69	101
- O=P(OC1=CCCCC1)(c1ccccc1)c1ccccc1
 : 94	96&112	102&94	104&99	95&102	73&100	82	82
- NCCc1c[nH]c2ccc(F)cc12
 : ·	104	126	99	101	100	139	109
- CCOP(=O)(OCC)/C(C#N)=C/c1ccoc1
 : 104	102	93	95	90	98	79	95
- CCc1cccc(CC)c1NC(=O)CCl
 : ·	101	105	94	109	102	84	·
- c1ccc2c(CN3CCCCC3)c[nH]c2c1
 : 106	104&100	103&97	110&95	117&92	105&96	100	117&117
- O=C(O)c1ccc([N+](=O)[O-])c([N+](=O)[O-])c1
 : 85	99	109	91	98	82	·	130

# (further entries)
# Each structure is followed by: CCRF-CEM	RPMI-8226	HOP-62	M14	A549/ATCC	UACC-62	HOP-92	EKVX
- CCn1cc(C(=O)C2C(C)(C)C2(C)C)c2ccccc21
 : 104	97	98	88	104	95	110	123
- CC(=O)C1=CC[C@@]2(C)[C@@H](CC[C@@H]3[C@@H]2CC[C@]2(C)[C@@H](O)CC[C@@H]32)C1
 : 96	84	108	119	89	94	105	70
- CCCCOC1OCN(C2CCCCC2)CC1(C)C (stereo unspecified)
 : 102	109	104	105	108	103	89	·
- CNC(Cc1ccc(OC)cc1)c1ccc(OC)cc1 (stereo unspecified)
 : 109	105	96	81	107	97	84	94
- CN1C(=O)C(=Cc2ccc(O)cc2)C(=O)N(C)C1=O
 : 104	101	107	97	97	96	92	·
- Clc1cccc(NC2=NCCS2)c1
 : 91	100	91	94	91	92	79	110
- N#CC1(c2ccccc2)CCN(Cc2ccccc2)CC1
 : 86	77	106	106	100	110	52	96
- Cn1cc(-c2csc(-c3cn(CCN4CCOCC4)c4ccc(F)cc34)n2)c2cccnc21
 : 12	0.1*	8.5*	8.1*	23	·	27	37
- CCCCCCCC(C)(C)c1ccc([C@H]2CCC[C@@H](O)C2)c(O)c1
 : 69	65	89	84	72	74	60	92
- CC(=O)C1C(N2CC2)CC2C3CCC4=CC(=O)CCC4(C)C3CCC21C (stereo unspecified)
 : 109	108	92	99	89	87	79	87

# Remaining list, next part
# Each structure is followed by: CCRF-CEM	RPMI-8226	HOP-62	M14	A549/ATCC	UACC-62	HOP-92	EKVX
- C[C@]12CCc3sc(-c4ccccn4)nc3C1=CC[C@@H]1[C@@H]2CC[C@]2(C)C(=O)CC[C@@H]12
 : 101	102	109	103	108	95	119	102
- C=CCN=C([Se])NC(=O)c1ccc2c(c1)OCO2
 : 87	105	27	87	40	98	151	74
- Cc1cc(NC(=O)/C=C/c2ccc([N+](=O)[O-])cc2)ccc1S(=O)(=O)F
 : 98	87	103	112	99	98	·	·
- CCC(=O)O[C@H]1CC[C@H]2[C@@H]3CC[C@@]4(C)CC(=O)CC[C@]4(C)[C@H]3CC[C@]12C
 : ·	71	100	97	97	91	83	·
- O=C(CBr)OC1CCCCC1
 : 105	103	93	105	107	103	104	102
- CC1CN1CC(O)C(O)CN1CC1C (stereo unspecified)
 : 34	79	56	45	68	63	70	103
- COc1ccc(C(=O)N2CCCC2=O)cc1
 : 101	104	99	108	98	118	107	98
- CN(CCCl)c1ccc(/C=C/C2=[N+](C)c3ccccc3C2(C)C)cc1
 : ·	11	41	37	32	32	31	55
- CCCCCCCCCCCCCCCCCCn1cc[n+](C)c1
 : 68&34	76&94	-74*	-50*	-47*	-82*	-66*	·
- CCCC(C)C1(CC)C(=O)NC(=O)N(C)C1=O (stereo unspecified)
 : 94	103	85	101	79	91	92	105
- CC1([N+](=O)[O-])COP(=O)(NCc2cccnc2)OC1 (stereo unspecified)
 : 85	100	97	112	107	104	103	105
- O=C(c1ccc[nH]1)C(Cl)(Cl)Cl
 : 103	110	93	101	101	102	104	·

# In the list so far, ten contain sulfur:
# Each structure is followed by: CCRF-CEM	RPMI-8226	HOP-62	M14	A549/ATCC	UACC-62	HOP-92	EKVX
- CC[C@H](C)[C@H](NC(=O)c1ccccn1)C(=O)N(C)[C@H](C[C@@H](OC(C)=O)c1nc(C(=O)NC23CC(C(=O)OC)(C2)C3)cs1)C(C)C
 : 103	100	103	102	98	95	104	105
- CN1C(=O)C23CC4(C56CC78SSC(CO)(C(=O)N7C5Nc5ccccc56)N(C)C8=O)c5ccccc5NC4N2C(=O)C1(CO)SS3 (stereo unspecified)
 : -11*	-26*	-86*	-83*	-89*	-96*	-99*	-62*
- c1csc(CC2=NCCN2)c1
 : 101	95	100	111	96	101	102	105
- O=CN1N=C(c2ccc(Cl)cc2)CC1c1sc(N(CCCl)CCCl)nc1Cl (stereo unspecified)
 : 95	·	95	99	88	64	·	89
- CCCCS(=O)(=O)Cl
 : 103	109	122	99	109	106	97	95
- CC12CC(=O)C3(SC#N)C(CCC4=CC(=O)CCC43C)C1CCC2=O (stereo unspecified)
 : ·	78	106	89	107	89	91	·
- Clc1cccc(NC2=NCCS2)c1
 : 91	100	91	94	91	92	79	110
- Cn1cc(-c2csc(-c3cn(CCN4CCOCC4)c4ccc(F)cc34)n2)c2cccnc21
 : 12	0.1*	8.5*	8.1*	23	·	27	37
- C[C@]12CCc3sc(-c4ccccn4)nc3C1=CC[C@@H]1[C@@H]2CC[C@]2(C)C(=O)CC[C@@H]12
 : 101	102	109	103	108	95	119	102
- Cc1cc(NC(=O)/C=C/c2ccc([N+](=O)[O-])cc2)ccc1S(=O)(=O)F
 : 98	87	103	112	99	98	·	·

# Retrieved one by one from above, two records:
# Each structure is followed by: CCRF-CEM	RPMI-8226	HOP-62	M14	A549/ATCC	UACC-62	HOP-92	EKVX
- CCCCCCCCCCCCCCCCCCn1cc[n+](C)c1
 : 68&34	76&94	-74*	-50*	-47*	-82*	-66*	·
- CCCCCCCCC(CO)NCCc1ccccc1 (stereo unspecified)
 : 62	80	98	92	84	99	78	119
